Screening results deposited in PubChem by several laboratories.
LRH-1 inv ag: LRH-1 (NR5A2) inverse agonists, primary screen, cell-based, luminescence, HEK293T, StAR-luciferase reporter; Nuclear receptor subfamily 5 group A member 2 (Homo sapiens), O00482; actives 0.13% (n = 360,000); LRH-1 transfected, 24 h; AID 602396, 2012; inhibition, % at 3.6 µM;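 active means inhibition above the mean inhibition of all tested compounds plus 3 SD, cut at about 73% in these data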;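 further: 0% = DMSO wells and 100% = reporter-only cells lacking LRH-1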
TWEAK Fn14 block: inhibitors of TWEAK-Fn14 signaling, primary screen, luciferase reporter cells, uHTS | TWEAK-stimulated Fn14 reporter cells, luciferase luminescence, 8 h | inhibition, % at 10 µM | actives 2% (n = 360,000); in the data active means inhibition above about 50%
EBV LMP1 NFkB: EBV LMP1-driven NF-kappaB luciferase reporter inhibitors, primary screen, cell-based, luminescence, single point. LMP1-induced NF-kappaB luciferase reporter cells. inhibition, % at 12.5 µM. actives 0.69% (n = 350,000); in the data active means inhibition above about 41%;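 further: 0% = neutral control wells and 100% = reference inhibitor control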
SRC3 inh: SRC3 coactivator transcriptional activity inhibitors, primary screen, cell-based, luminescence; HEK293 GAL4-SRC3 luciferase reporter; inhibition, % at 3.6 µM; AID 588352, 2011; actives 0.17% (n = 360,000);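 active means inhibition above a per-campaign cutoff, the mean of all compounds plus 3 SD, cut at about 60% in these data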;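 further: 0% = DMSO-treated cells and 100% = gossypol-treated cells at 36 µM; higher means less SRC3-driven luciferase light from the GAL4 reporter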
TROY NFkB inh: inhibitors of TROY-driven NF-kB signaling, primary screen, Q293 LMP1-TROYcd cells, NF-kB luciferase, uHTS | Q293 LMP1-TROYcd NF-kB luciferase reporter, 4 h | inhibition, % at 10 µM | actives 0.98% (n = 360,000) | AID 1347056, 2019;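 active means compounds whose plate-normalised and pattern-corrected inhibition of the luciferase reporter signal at the single screening dose is 50% or more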
CF NFkB block: inhibitors of PAF-induced NF-kB signaling, primary screen, cell-based, GFP fluorescence, uHTS. KKLEB NF-kB-GFP reporter, GFP fluorescence overnight. inhibition, % at 5 µM. actives 0.86% (n = 360,000). AID 588850, 2011;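 active means at least 50% inhibition at 5 µM, scaled per plate between neutral and stimulator controls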;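 further: PAF is a Pseudomonas aeruginosa culture filtrate used as stimulus; plate controls were PAF-stimulated DMSO wells for no effect and unstimulated DMSO wells for full effect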
SRC1 inh: SRC1 coactivator transcriptional activity inhibitors, primary screen, cell-based, luminescence | Nuclear receptor coactivator 1 (Homo sapiens), Q15788 | HEK293 GAL4-SRC1 luciferase reporter | inhibition, % at 3.6 µM | actives 0.12% (n = 360,000) | AID 588354, 2011;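 active means inhibition above the campaign mean plus 3 SD, with each screening campaign given its own cutoff, cut at about 60% in these data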;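 further: 0% = DMSO treated cells and 100% = gossypol at 36 µM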
C8 TRAIL sens: viability loss with TRAIL in NB7+C8 cells, primary screen, TRAIL sensitizer project, cell-based, ATPlite luminescence; inhibition (viability loss, TRAIL sensitization), % at 10 µM; actives 1% (n = 360,000); AID 624354, 2012;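 active means compounds causing at least 50% loss of cell viability in the single-dose screen, relative to plate controls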
Shn3 inh set2: reduction of Shn3 3'UTR firefly luciferase signal, primary screen, Schnurri-3 inhibitor project, cell-based, Clone20 osteoblasts, set 2; actives 0.52% (n = 360,000); AID 588674, 2011; inhibition, % at 12.5 µM; Clone20 osteoblast Shn3 3'UTR firefly luciferase, 24 h;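 active means mean inhibition of at least 75% with every replicate also reaching 75%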;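 further: 0% = median of neutral control wells and 100% = pilot-screen positive control compound; some compounds past the cut are filed as inactive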
NR2F2 inh: NR2F2 transcriptional activity inhibitors, primary screen, cell-based, luciferase reporter, HEK293T, luminescence. COUP transcription factor 2 (Homo sapiens), P24468. HEK293T NGFI-A luciferase reporter. inhibition, % at 8.6 µM. actives 0.7% (n = 370,000). AID 686940, 2013;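 active means inhibition above a per-plate cutoff, mean inhibition of test wells between control levels plus 3 SD, cut at about 38% in these data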;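 further: cells cotransfected with COUP-TFII expression vector driving the NGFI-A reporter; 0% = median of COUP-TF2 test wells and 100% = reporter-only cells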
KKLEB tox: cytotoxicity in KKLEB CF airway cells, primary screen, cytotoxicity control for CF NF-kB inhibitor project, cell-based, uHTS, fluorescence assay plates | activity change (cytotoxicity), % at 5 µM | actives 0.36% (n = 360,000) | AID 602141, 2011 | KKLEB CF airway cells viability, ATPlite luminescence, overnight; stronger effect = lower value; cells stimulated with P. aeruginosa culture filtrate;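 active means corrected activity change at or below -50% at 5 µM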
Active calls of the source: *; / = no result given. A portion of the library. The share of hits here may be higher or lower than overall.

SMILES	LRH-1 inv ag	TWEAK Fn14 block	EBV LMP1 NFkB	SRC3 inh	TROY NFkB inh	CF NFkB block	SRC1 inh	C8 TRAIL sens	Shn3 inh set2	NR2F2 inh	KKLEB tox
COc1ccc(-n2nnc3c(SCC(=O)c4ccccc4)ncnc32)cc1	2	-70	8	13	25	4	0	-4	-66	-1	0
CCOc1ccc(NC(=O)c2c[nH]n3c(=O)cc(C4CCN(C(=O)OC(C)(C)C)CC4)nc23)cc1	6	-3	-5	10	-5	-2	1	-8	/	9	6
Cc1ccc(N(CC(=O)O)S(C)(=O)=O)cc1	-1	-1	12	19	23	-2	-31	-3	-6	0	1
CCOC(=O)c1ccc2[nH]c(C)cc(=O)c2c1	-27	-16	5	12	-17	-5	-6	1	1	-7	-3
N=c1ccn(Cc2ccc(F)cc2)cc1	-6	-1	/	3	25	5	1	-14	15	-3	6
CC1CCCC(NC(=O)COc2ncnc3ccccc23)C1C (stereo unspecified)	-4	1	4	1	-18	2	-5	-3	-8	-13	15
OC[C@H]1O[C@@H](c2nc3ccc(-c4nc(-c5cccs5)no4)cc3[nH]2)C[C@@H]1O	-124	24	/	-119	47	20	-98	10	-94	-52	-12
CCOC(=O)CC(NC(=O)c1ccccc1)c1ccc(OC)cc1 (stereo unspecified)	-7	16	-2	24	14	24	7	1	1	-2	6
CC(=O)c1ccc(OCCCC(=O)n2nnc3ccccc32)cc1	-10	-2	-2	22	22	7	5	0	4	-9	2
CC(C)(C)Cc1c(-c2ccccc2)nc2ccc(Br)cn12	-16	-45	-17	-7	-81	4	-21	6	22	-23	-6
NCCCC[C@H](NC(=O)C1CCNCC1)c1nnc([C@@H](N)CO)o1	-20	-4	-11	1	0	10	3	-1	13	-6	-4
CCOc1ccc(-n2c(SCc3cc(=O)oc4cc(C)c(C(C)C)cc34)nnc2-c2cccnc2)cc1	25	2	4	11	-10	-4	2	3	0	8	2
CCCCc1ccc(NC(=O)CSc2nc(=O)n(CCCN3CCOCC3)c3c2CCC3)cc1	-13	4	5	1	15	-5	2	7	-81	5	13
C=CCn1c(N)nc2ccccc21	-7	13	-13	-21	10	0	-8	-7	4	-7	1
CCOC1=CC2=C(C(=O)C(Cl)=CC2=O)[C@@H]2CN(S(=O)(=O)c3ccc(C)cc3)[C@@H](c3ccccc3)[C@H]12	25	43	/	5	12	-16	-19	7	48	-5	-16
NC(=O)CSCc1nc2ccccc2s1	-38	15	-5	-34	41	10	-25	17	-81	1	-3
CCOC(=O)n1c(=O)oc2ccc(Cl)cc21	7	-17	6	14	4	-2	12	-13	-15	-9	0
CCC(=O)c1cn(CC(=O)Nc2ccc(C)cc2)c2ccccc12	7	-18	-5	-6	17	4	5	4	1	17	-3
Cc1cnc(C(=O)OCc2cc(=O)n3c(C)cccc3n2)cn1	17	9	2	9	-10	-16	-11	-9	-16	9	-6
CCN1CCN(C(=O)c2ccc3c(c2)N(Cc2ccc(F)cc2)C(=O)c2ccccc2S3=O)CC1 (stereo unspecified)	-26	-9	-6	4	-6	0	6	16	73	14	-10
COc1ccc(NC(=O)c2cccc(S(=O)(=O)NCc3ccccc3)c2)cc1S(N)(=O)=O	10	-11	-3	-1	-1	3	9	-10	-6	0	12
CC1(C)CSC(=NCCc2ccccc2)N1C(=O)c1ccc(C#N)cc1	4	-13	1	4	-17	-8	-27	-2	9	-7	-2
Nc1nc(-c2ccccc2)[nH]c(=O)c1N	10	-4	-31	-3	11	5	-16	-2	-16	12	3
CCOC(=O)C(C(=O)OCC)C(Nc1ccc(Br)cc1)c1ccccc1 (stereo unspecified)	8	54*	-17	-5	5	25	-2	6	-21	-12	-9
CN(CC1CCCO1)S(=O)(=O)c1ccc(C(=O)NCc2ccccc2)cc1 (stereo unspecified)	-21	1	3	9	14	-4	-6	-5	-10	-1	-3
COc1ccc(-c2c(NC(=O)c3ccco3)oc3ccccc3c2=O)cc1OC	5	7	9	2	-1	22	6	7	7	-17	-2
Cc1nnc(NC(=O)CCN2C(=O)C3CC=CCC3C2=O)s1 (stereo unspecified)	3	-2	0	0	7	-4	-2	-12	0	-4	-10
O=C(OCC(=O)N1CCCCC1)c1c[nH]c2ccccc12	-45	-7	-10	-20	-19	-22	-66	-17	-41	-52	3
N#C/C(=C\c1ccc(OC(=O)c2cccs2)cc1)c1nc2ccccc2[nH]1	-37	6	-8	-29	-70	-14	-51	42	-88	-21	2
CC1CCCC(C)N1C(=O)CCN1C(=O)C2C3C=CC(C3)C2C1=O (stereo unspecified)	7	-10	3	9	-9	-2	-2	-27	6	2	4
COc1ccc(N2CCN(C(=O)c3ccccc3F)CC2)c([N+](=O)[O-])c1	3	6	-2	1	-1	-28	-40	1	-1	-17	6
C=CCn1c(SCC(=O)Nc2cc(C)cc(C)c2)nnc1-c1cnccn1	8	8	2	13	16	-8	1	-8	7	0	0
Cc1cc(NC(=O)c2c([N+](=O)[O-])c(C)nn2C)no1	4	14	36	-4	4	-9	0	-3	-1	3	6
COc1ccc(/C=C/C(=O)NCCCN2CCCCCC2)cc1	7	-18	2	-1	11	-20	6	0	6	17	14
CCN(C(=O)C1CCN(c2nc(-c3ccc(OC)cc3)no2)CC1)c1ccc(OC)cc1	39	10	-14	26	29	2	6	22	81	52*	1
Cc1c(C(=O)Nc2ccc(S(=O)(=O)N(C)C3CCN(C)CC3)cc2)oc2ccccc12	-19	10	-19	-9	-8	5	-9	18	-10	-3	1
Cc1ccccc1S(=O)(=O)NC(=O)C1(C)CCN1C(=O)Cc1ccc(Cl)cc1Cl (stereo unspecified)	0	12	/	-2	-2	-3	-5	5	1	-34	6
Cc1ccccc1C(=O)NCCCc1ccccc1	-71	-18	-21	-16	-64	-1	-46	1	-56	-11	0
Cc1nc2ccccc2n1CC(=O)N/N=C/c1cccs1	11	-4	1	6	9	7	8	11	-1	1	11
COc1ccc(C(=O)CC2OC(=O)c3ccccc32)cc1OC (stereo unspecified)	24	10	2	-8	-16	6	-11	-8	-9	-8	3
Cc1c2cnn(-c3ccccc3)c(=O)c2c(C)n1CCCC(=O)NCCN1CCN(C)CC1	-6	-1	4	4	-1	5	-16	-12	-15	-3	-2
CC(=O)N/C(=C\c1ccc(F)cc1)C(=O)OC(C)C	-19	0	8	17	11	5	-2	28	0	25	9
O=C(Nc1ccc(S(=O)(=O)NC2CCCC2)cc1)c1cnccn1	-9	-19	5	-8	7	22	2	2	9	5	-4
CCC(=O)c1ccc(OCC(O)CN2CCc3ccccc3C2)cc1 (stereo unspecified)	7	3	-2	11	-3	-17	-16	-4	7	1	6
Cc1ccc2ccccc2c1C(O)c1ncc(-c2ccc(C(F)(F)F)cc2)[nH]1 (stereo unspecified)	-8	38	/	-2	14	2	-11	18	0	5	-9
Cc1nn(-c2ccc(N3CCOCC3)nn2)c(C)c1CCC(=O)NCc1ccccc1F	-15	-3	3	4	0	-7	2	-4	9	-23	3
CN(C)c1ccc(NC(=O)CSc2n[nH]c(-c3ccco3)n2)cc1	7	6	-4	12	-5	5	-18	10	3	2	8
CCCCN(CCCC)C(=O)CN(C)S(=O)(=O)c1ccc2c(c1)n(C)c(=O)c(=O)n2C	-7	0	6	0	-4	5	-5	-3	9	0	8
Cc1nn(Cc2ccc(C(=O)n3cccn3)o2)c(C)c1Br	-1	-1	2	-39	-1	0	13	5	-16	-5	3
CCn1c(=O)cc(OCC(=O)N(C)c2ccccc2F)c2ccccc21	8	2	-1	17	-21	-22	-9	6	-10	-58	-7
Fc1ccc(CN2CCCN(C(=S)Nc3ccc(F)cc3)CC2)cc1	7	7	-1	16	-4	12	4	6	24	10	-6
Cc1ccc(NC(=O)CSc2nnc(-c3ccco3)o2)c(C)c1	4	3	-4	2	-3	10	-7	3	-24	12	3
CCc1ccccc1-n1cnc2cc(C(=O)O)ccc21	-1	-6	-2	15	5	9	2	4	-2	15	6
O=C(COC(=O)c1ccc(NS(=O)(=O)c2ccc(Br)s2)cc1)NC1CCCC1	10	8	0	15	-2	4	-43	-8	6	8	-2
COc1ccc(Cn2c(C)cc3c(c2=O)C(c2cccs2)C(C#N)=C(N)O3)cc1OC (stereo unspecified)	-2	8	8	10	12	21	-5	6	34	12	-27
Cc1ccc(NC(/C=C/N(C)C)=C/C(=O)C(F)(F)F)c(C)c1	-19	3	11	-1	-12	22	-7	-4	-12	-3	12
CC(C)CCNC1=NCCCCC1	4	-1	2	8	3	-7	-46	-14	10	4	-4
COc1ccccc1-c1coc2cc(OC(=O)/C=C/c3ccccc3)ccc2c1=O	9	6	-11	0	-26	-8	4	-3	17	1	-2
O=C1ON=C(c2cccc([N+](=O)[O-])c2)/C1=C/c1ccc(O)cc1	6	9	7	18	2	-57	-13	-4	13	2	10
Cc1ccc(S(=O)(=O)NC(C)CCc2ccccc2)cc1C(N)=O (stereo unspecified)	5	9	-22	12	11	5	2	-4	50	17	7
COc1ccc(CNC(=O)COC(=O)c2cccnc2Nc2cccc(C(F)(F)F)c2)cc1	-5	0	1	7	12	20	4	-9	12	-16	-11
CCOC(=O)N1CCN(c2cc(=O)n(-c3cccc(C)c3)c(=O)[nH]2)CC1	5	1	11	8	13	-21	-16	0	13	-4	12
O=C(c1cccc(F)c1)N1CCCC(C(=O)N2CCCC2)C1 (stereo unspecified)	15	1	5	-11	-16	4	-5	1	-21	-3	2

Random excerpt: 5 compounds from above
SMILES	LRH-1 inv ag	TWEAK Fn14 block	EBV LMP1 NFkB	SRC3 inh	TROY NFkB inh	CF NFkB block	SRC1 inh	C8 TRAIL sens	Shn3 inh set2	NR2F2 inh	KKLEB tox
Cc1c2cnn(-c3ccccc3)c(=O)c2c(C)n1CCCC(=O)NCCN1CCN(C)CC1	-6	-1	4	4	-1	5	-16	-12	-15	-3	-2
CCOC(=O)N1CCN(c2cc(=O)n(-c3cccc(C)c3)c(=O)[nH]2)CC1	5	1	11	8	13	-21	-16	0	13	-4	12
CN(C)c1ccc(NC(=O)CSc2n[nH]c(-c3ccco3)n2)cc1	7	6	-4	12	-5	5	-18	10	3	2	8
COc1ccccc1-c1coc2cc(OC(=O)/C=C/c3ccccc3)ccc2c1=O	9	6	-11	0	-26	-8	4	-3	17	1	-2
Cc1ccc(NC(=O)CSc2nnc(-c3ccco3)o2)c(C)c1	4	3	-4	2	-3	10	-7	3	-24	12	3
